Compound activity: PubChem BioAssay, several laboratories
FAS-TE inh – inhibitors of human fatty acid synthase thioesterase domain. recombinant FAS-TE, OMFH fluorogenic substrate, fluorescence endpoint. inhibition, % at 15 µM. hit rate 0.67% among 360,000;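 active = compounds whose normalised, plate-corrected inhibition of enzyme fluorescence in the single-dose primary screen is 50% or more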;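 note: 0% = DMSO with enzyme and 100% = substrate without enzyme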
MT1-MMP act inh – MT1-MMP (human) activation inhibition; HT1080 RFP-PRO-GFP cells, GFP/RFP ratio fluorescence, overnight; percent of plate control window, DMSO zero; GFP/RFP ratio change, % at 20 µM; hit rate 0.061% among 360,000;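 active = GFP/RFP ratio change of at least 30% with cell ATP level not reduced by more than half and red fluorescence within 50% of control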; note: strong numbers were not always called active
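Assay system: HT1080 cells carrying an RFP-PRO-GFP reporter | Dosing: Single dose of 20 µM compound, 1% DMSO final | Incubation: Cells overnight before dosing, compound overnight, 37 °C, 5% CO2 | Evaluation: GFP/RFP fluorescence ratio | Control set: DMSO and RFP-L50D-GFP cell wells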
SKN-1 inh – inhibitors of C. elegans SKN-1. AID 624304. inhibition, % at 21.8 µM. hit rate 0.49% among 360,000. C. elegans VP596 Pgst-4::GFP/RFP ratio, acrylamide-induced, 24 h;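 active = interference check ratio from 0.5 to 1.5 plus GFP to RFP signal ratio inhibition reaching or exceeding a fixed threshold, cut at about 30% in these data, passing the limit was not always enough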; note: some compounds called inactive have numbers as strong as hits
PABP1 MLLE inh – inhibitors of microRNA-mediated deadenylation, human PABP1 MLLE binding. P11940. GST-MLLE / FITC-PAM2 fluorescence polarization. inhibition, % at 20 µM. hit rate 0.36% among 360,000. AID 588489; in the data active = inhibition above about 35%, passing the limit was not always enough;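 note: plate controls were DMSO wells with GST-MLLE for no effect and wells lacking GST-MLLE protein for full effect; some results filed as inactive read as strong as hits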
Target sequence (P11940 whole entry, looked up): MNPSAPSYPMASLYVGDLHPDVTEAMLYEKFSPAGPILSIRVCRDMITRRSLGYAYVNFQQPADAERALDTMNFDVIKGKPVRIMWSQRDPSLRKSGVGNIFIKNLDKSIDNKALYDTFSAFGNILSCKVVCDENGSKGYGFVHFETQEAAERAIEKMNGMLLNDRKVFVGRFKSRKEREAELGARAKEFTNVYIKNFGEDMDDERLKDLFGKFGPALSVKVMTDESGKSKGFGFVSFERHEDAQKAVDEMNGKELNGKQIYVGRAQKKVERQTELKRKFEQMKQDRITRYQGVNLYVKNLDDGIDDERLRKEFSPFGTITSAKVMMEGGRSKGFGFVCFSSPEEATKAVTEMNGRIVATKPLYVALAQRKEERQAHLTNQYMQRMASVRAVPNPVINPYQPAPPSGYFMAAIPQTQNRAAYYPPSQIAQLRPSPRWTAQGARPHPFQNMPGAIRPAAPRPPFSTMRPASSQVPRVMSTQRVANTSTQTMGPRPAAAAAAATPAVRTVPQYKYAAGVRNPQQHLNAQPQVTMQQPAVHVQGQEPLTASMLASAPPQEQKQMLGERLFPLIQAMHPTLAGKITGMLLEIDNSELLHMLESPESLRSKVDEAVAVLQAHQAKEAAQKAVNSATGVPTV
Rin1-Abl PPI inh – blocks binding of human Rin1 to Abl; hit rate 0.4% among 360,000; inhibition, % at 7.35 µM; P00519+Q13671; TR-FRET Rin1/Abl binding, biochemical; AID 588664; in the data active = inhibition above about 5%, passing the limit was not always enough
NadD block – NadD (S. aureus) enzyme inhibition. purified NadD enzyme, colorimetric absorbance read-out. inhibition, % at 20 µM. hit rate 0.78% among 360,000. AID 602399; in the data active = inhibition above about 26%; note: some compounds past the cut are filed as inactive
CSN inh – inhibitors of human CSN-mediated cullin deneddylation | AID 651999 | Purified CSN, SCF-Nedd8-OG deneddylation, fluorescence polarization | hit rate 0.38% among 360,000 | Q92905 | inhibition, % at 12.5 µM;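 active = pattern-corrected inhibition above about 35%, with an unprinted fluorescence ratio check between 0.5 and 1.5, limit read from the data, passing the limit was not always enough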;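 note: 0% = enzyme with substrate and 100% = substrate without enzyme; some results filed as inactive read as strong as hits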
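Test system: purified human Csn5 enzyme expressed in HEK293T cells. Amount: 0.24 nM enzyme. Reagent: SCFSkp2-Nedd8OG substrate at 10 nM final. Schedule: 90 min incubation of compound, enzyme and substrate at room temperature. Detection: fluorescence polarization. Read-out: % inhibition of substrate cleavage by Csn5.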
Neddyl block – cullin neddylation inhibition; P61081+Q13564; TR-FRET cullin neddylation, biochemical; calls only at 25 µM; hit rate 0.58% among 360,000; in the data active = inhibition above about 36%
Rpn11 block – inhibitors of human proteasome Rpn11; human 26S proteasome, Ub4-pepOG fluorescence polarization; 20S core pre-blocked with epoxomicin; calls only at 20 µM; AID 588493; hit rate 0.59% among 360,000; O00487;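 active = inhibition at 20 µM, scaled to each plate's controls, above about 33%, limit read from the data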
Target sequence (O00487 whole entry, looked up): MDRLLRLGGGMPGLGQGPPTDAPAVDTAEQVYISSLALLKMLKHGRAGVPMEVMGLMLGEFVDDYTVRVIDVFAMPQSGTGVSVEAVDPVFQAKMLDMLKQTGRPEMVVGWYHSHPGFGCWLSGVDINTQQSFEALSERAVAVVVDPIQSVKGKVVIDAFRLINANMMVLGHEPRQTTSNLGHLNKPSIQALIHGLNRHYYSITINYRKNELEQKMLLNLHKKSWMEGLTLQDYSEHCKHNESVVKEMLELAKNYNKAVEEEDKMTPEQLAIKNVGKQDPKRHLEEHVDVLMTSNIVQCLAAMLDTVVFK
* = called active by the depositor; i = inactive; nt = no result given. Random draw from the library (roughly 3.9% active in at least one column).

no.	SMILES	PABP1 MLLE inh	Neddyl block	MT1-MMP act inh	FAS-TE inh	Rpn11 block	Rin1-Abl PPI inh	SKN-1 inh	CSN inh	NadD block
1	O=C(O)C1C2CCC(CC2)C1C(=O)N1CCN(Cc2ccc(F)cc2)CC1 (centres undefined)	-21	i	3	-5	i	-3	7	3	2
2	Cc1cc2nc3n(c2cc1C)CC1CC(C(=O)NCCc2cccs2)N(C)C31 (centres undefined)	2	i	15	-7	i	3	-3	-4	-3
3	O=C(CNC(=O)c1ccc2c(c1)S(=O)(=O)N=C1CCCCCN12)Nc1ccc(F)c(F)c1	-1	i	0	2	i	-6	17	1	1
4	O=C(c1ccc(S(=O)(=O)N2CCCCC2)cc1)N1CCc2ccccc2C1	-3	i	1	6	i	3	3	-1	-5
5	Cn1c(=O)oc2cc(S(=O)(=O)CCC(=O)N3CCN(c4ccccc4F)CC3)ccc21	-9	i	nt	1	i	2	-7	-2	2
6	CCOc1cc2[nH]c(=O)n(CCCCC(=O)NC3CCCCCC3)c(=O)c2cc1OCC	5	i	0	-11	i	0	20	-3	6
7	O=C(O)C1Cc2ccccc2CN1S(=O)(=O)c1ccc(Cl)cc1 (centres undefined)	13	i	1	-6	i	4	-12	1	3
8	C=CCSC1=C(C#N)C(c2ccc(C(C)C)cc2)CC(=O)N1 (centres undefined)	12	i	2	6	i	-2	-16	4	-3
9	Cc1cc(Cl)ccc1OCC(=O)Nc1ccccc1CO	8	i	-7	2	i	-3	5	6	-3
10	CN(C)C(=O)c1cccc(-c2cc(NC=O)c3ncc(-c4ccc(F)cc4)n3c2)c1	8	i	-9	8	i	-3	2	2	3
11	CCOc1c2ccc(C(=O)NCc3ccc(OC(F)(F)F)cc3)cc2nn1C	3	nt	0	2	i	3	8	3	1
12	COc1ccc(O)c(CN2CCN(CCCc3ccccc3)C(CCO)C2)c1 (centres undefined)	-11	i	3	-2	i	0	-9	2	7
13	CCOC(=O)C1CCN(c2c(Nc3ccc(C)c(C)c3)c(=O)c2=O)CC1	-6	i	13	-3	i	-5	2	5	-1
14	Cc1cccn2c(=O)c3cc(C(=O)NC4CCCCC4)c(=N)n(Cc4ccccc4)c3nc12	-1	nt	-4	26	i	-3	-1	-1	13
15	CCCCOCCCNC(=O)COc1ccccc1	1	i	0	-6	i	-2	10	0	2
16	CCOC(=O)N1CCC(N2C(=O)c3ccc(C(=O)Nc4ccc(OC)c(OC)c4)cc3C2=O)CC1	-9	i	-4	-8	i	1	9	-2	3
17	O=C(N/N=C/c1ccc2c(c1)OCO2)c1cccnc1	-14	i	1	-9	i	0	5	6	5
18	CCCCCCn1c(CN2CCCCC2)nc2c1c(=O)n(C)c(=O)n2C	2	i	3	7	i	-1	7	1	1
19	CCN(CC)C(=O)Cn1c(=O)n(Cc2ccc(F)cc2)c(=O)c2sccc21	0	i	4	-4	i	3	-13	3	-4
20	COC(=O)c1c(C)[nH]c(C(=O)C(C)OC(=O)c2cc(C)oc2C)c1C (centres undefined)	8	i	-10	1	i	1	-2	-1	-8
21	CCOC(=O)C1CCN(C(=O)c2ccc3c(=O)n4nc(Nc5ccccc5)sc4nc3c2)CC1	6	i	3	39	i	-7	0	3	8
22	Cc1cccc(C(=O)NCC(=O)OC(C)C(=O)Nc2ccc(Cl)cn2)c1 (centres undefined)	6	i	-2	-3	i	2	11	2	0
23	Cc1cc[n+](CC(=O)c2cccc([N+](=O)[O-])c2)c2ccccc12	-15	i	0	-3	i	-4	8	2	6
24	CCn1c(CSc2n[nH]c(N)n2)nc2cc(C(=O)O)ccc21	19	i	24	-5	i	-6	37*	2	2
25	COC(=O)c1ccc(COc2ccc(/C=N/Nc3nc(C)cc(=O)[nH]3)cc2)cc1	-2	i	1	1	i	-6	8	10	1
26	CCOC(=O)c1nn(-c2ccc(C)cc2)cc1C(=O)c1ccccc1	-6	i	-2	23	i	-2	-5	-1	-7
27	COC(=O)c1[nH]c(C)c(/C(O)=C2\C(=O)C(=O)N(CCN(C)C)C2c2cc(OC)ccc2OC)c1C (centres undefined)	8	i	-1	-5	i	0	-9	-2	-1
28	CC(C)C(OC(=O)C1=Cc2ccccc2OC1)C(=O)NC1CCCC1 (centres undefined)	7	i	0	0	i	-1	36*	-1	-8
29	Cc1ccccc1NC(=O)c1ccc(OCc2c(C)noc2C)cc1	-4	i	5	-7	i	1	12	3	-1
30	CC1Sc2ccc(S(=O)(=O)N(C)Cc3ccccc3)cc2NC1=O (centres undefined)	4	i	3	2	i	-2	-12	3	-9
31	COc1cc2[nH]c3c(N4CCN(c5ccc(Cl)cc5)CC4)ncnc3c2cc1OC	-9	i	4	8	i	-5	9	2	-2
32	CCOc1ccc(NS(=O)(=O)c2ccc(N)cc2)cc1	-4	i	0	-3	i	-2	-12	0	-6
33	Cc1cc(=O)oc2c3c(cc(OCC(=O)N[C@@H](C)C(=O)O)c12)OC(C)(C)CC3	3	nt	-1	-5	i	-1	-8	-2	1
34	C=CCN1CCC(=O)C(C(=O)OCC)=C1C(=O)OCC	15	i	3	-8	i	1	5	1	4
35	CC(=O)N1CCN(C(=O)C2(NC(=O)Nc3ccc(C)cc3)CCCCC2)CC1	-10	i	2	-8	i	-2	-14	-3	-4
36	COc1cc(OC)cc(C(=O)Nc2ccc(N3CCN(C(=O)c4cccs4)CC3)cc2)c1	19	i	-10	9	i	3	16	-4	4
37	CC(C)CC(=O)Nc1cccc(-c2nc3ncccc3o2)c1	-1	nt	4	-3	i	-1	7	6	-7
38	Cc1ccc(-c2noc(C3CCCN(C(=O)c4cccc(F)c4)C3)n2)cc1 (centres undefined)	21	i	4	13	i	0	-6	0	-2
39	C=CCn1c(SCC(=O)c2c(N)n(C)c(=O)n(C)c2=O)nnc1-c1ccoc1C	0	i	-2	-2	i	5	35*	1	-7
40	O=C(O)CC12CC3CC(C1)CC(n1ncc(NCc4ccc(F)cc4)c(Cl)c1=O)(C3)C2	2	i	-2	-3	i	0	1	-2	1

2 compounds drawn at random from those above, as already listed:
no.	SMILES	PABP1 MLLE inh	Neddyl block	MT1-MMP act inh	FAS-TE inh	Rpn11 block	Rin1-Abl PPI inh	SKN-1 inh	CSN inh	NadD block
31	COc1cc2[nH]c3c(N4CCN(c5ccc(Cl)cc5)CC4)ncnc3c2cc1OC	-9	i	4	8	i	-5	9	2	-2
32	CCOc1ccc(NS(=O)(=O)c2ccc(N)cc2)cc1	-4	i	0	-3	i	-2	-12	0	-6

The listing continues.
no.	SMILES	PABP1 MLLE inh	Neddyl block	MT1-MMP act inh	FAS-TE inh	Rpn11 block	Rin1-Abl PPI inh	SKN-1 inh	CSN inh	NadD block
41	C=CCN1C=C(C(C)=O)C(=O)CC1	11	i	3	-6	i	2	10	0	2
42	CCOc1cc(/C=N/NC(=O)C(=O)NCc2ccc3c(c2)OCO3)ccc1OCC(=O)N1CCOCC1	2	i	2	0	i	-6	-1	6	-1
43	CC(C)C(NS(=O)(=O)c1cccc2nsnc12)C(=O)NC1CCCCC1 (centres undefined)	12	i	-2	-4	i	3	6	-4	-3
44	COCc1cc(C)nc2sc3c(=O)n(-c4cccc5ccccc45)nnc3c12	9	i	4	5	i	1	5	1	-3
45	CCOc1ccc(NC(=O)CN2CCN(CC(=O)Nc3ccc(C(N)=O)cc3)CC2)cc1	-2	i	3	-3	i	-2	-16	5	-1
46	CC1(C)c2ccccc2C(=O)c2ccccc21	-6	i	8	19	i	4	46*	-2	-1
47	COc1ccc(-c2sc3ccccc3c2C#CC2(O)CCCCC2)cc1	0	i	5	26	i	1	1	1	-10
48	CCCCCOC(=O)c1[nH]c2c(c1C)C(=O)CC(c1ccco1)C2 (centres undefined)	-5	i	-12	2	i	-2	21	1	4
49	COc1cc(NS(=O)(=O)c2ccc(NC(=O)c3cccs3)cc2)nc(OC)n1	-9	i	1	-3	i	-1	1	-1	-8
50	CC(C)C[C@@]12C(=O)N(c3ccc(Br)cc3)C(=O)N1[C@H](c1ccc(Br)cc1)[C@@H]1C(=O)N(C(C)(C)C)C(=O)[C@@H]12	-1	i	-11	75*	i	3	-7	-8	13
51	O=C(Nc1c2c(nn1-c1ccccc1)CS(=O)C2)c1ccco1 (centres undefined)	0	i	-3	-4	i	-3	-15	-4	-1
52	Cc1ccc(C(=O)OCC(=O)NNC(=O)c2ccc([N+](=O)[O-])cc2)o1	-7	i	0	0	i	-1	4	0	-1
53	COc1ccc(/C=C/C(=O)c2ccccn2)cc1	11	i	-5	-4	i	2	21	7	-1
54	Cc1ccc(C(=O)NC2CCN(CC(=O)Nc3c(C)cc(C)cc3C)CC2)cc1	2	i	8	-5	i	0	8	5	-3
55	CN(c1ccccc1)S(=O)(=O)c1ccc(C(=O)Nc2nnc(C3CC3)o2)cc1	-7	i	-4	-13	i	-1	4	3	3
56	CCn1c(=O)n(CC)c2cc(N3CCCC3)c(NC(=O)c3cccc(OC)c3)cc21	17	i	8	-5	i	3	5	1	2

Results in FAS-TE inh and Rin1-Abl PPI inh, for 6 of the compounds above:
No. | smiles | FAS-TE inh | Rin1-Abl PPI inh
46 | CC1(C)c2ccccc2C(=O)c2ccccc21 | 19 | 4
47 | COc1ccc(-c2sc3ccccc3c2C#CC2(O)CCCCC2)cc1 | 26 | 1
48 | CCCCCOC(=O)c1[nH]c2c(c1C)C(=O)CC(c1ccco1)C2 (centres undefined) | 2 | -2
49 | COc1cc(NS(=O)(=O)c2ccc(NC(=O)c3cccs3)cc2)nc(OC)n1 | -3 | -1
50 | CC(C)C[C@@]12C(=O)N(c3ccc(Br)cc3)C(=O)N1[C@H](c1ccc(Br)cc1)[C@@H]1C(=O)N(C(C)(C)C)C(=O)[C@@H]12 | 75* | 3
51 | O=C(Nc1c2c(nn1-c1ccccc1)CS(=O)C2)c1ccco1 (centres undefined) | -4 | -3
